Bioassay records: PubChem, several laboratories
ZTA counter: ZTA (EBV) inhibition in EBNA-1 counter-screen | P03206 | inhibition, % at 11 µM | 0.15% of 320,000 active | ZTA-DNA binding, fluorescence polarization | AID 2234; in the data active means inhibition above about 33%
Target sequence (P03206 whole entry, looked up): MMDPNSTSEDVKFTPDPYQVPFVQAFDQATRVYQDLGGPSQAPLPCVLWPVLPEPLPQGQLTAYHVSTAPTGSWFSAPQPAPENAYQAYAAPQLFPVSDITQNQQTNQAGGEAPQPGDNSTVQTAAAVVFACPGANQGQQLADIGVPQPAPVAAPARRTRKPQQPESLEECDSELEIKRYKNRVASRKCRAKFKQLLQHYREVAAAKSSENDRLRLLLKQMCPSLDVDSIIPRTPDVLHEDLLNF
EBNA-1 inh: blocks EBNA-1 binding to DNA | inhibition, % at 14.8 µM | 0.34% of 300,000 active | EBNA-1 DNA binding, fluorescence polarization | AID 1950; in the data active means inhibition above about 28%
Efflux pump mplx: antifungal efflux pump inhibition, Nile Red retention. S. cerevisiae Candida pump triplex. inhibition, % at 10 µM. 0.44% of 330,000 active;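 active means plate passing quality check with inhibition over a set limit, or well fluorescence over plate mean plus 4 SD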;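 further: Nile Red retained in pooled yeast measured as flow cytometry median fluorescence; 0% = buffer negative control and 100% = Enniatin B positive control; higher means more Nile Red kept so more efflux inhibition; some compounds called inactive have numbers as strong as hits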
TPT1 inhibitor: C. albicans TPT1 enzyme inhibition | recombinant caTPT1, FP RNA substrate dephosphorylation | inhibition, % at 5 µM | 0.81% of 300,000 active | AID 1962;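 active means inhibition above the mean of all tested compounds plus 3 SD, set per screening campaign, cut at about 24% in these data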;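 further: plate controls were DMSO alone for no effect and ferristatin control at 100 nM for full effect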
PP5 primary: blocks human protein phosphatase 5 activity; P53041; purified PP5c, OMFP substrate fluorescence; inhibition, % at 6.7 µM; 0.18% of 320,000 active;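 active means inhibition above the campaign's mean inhibition across all tested compounds plus 3 SD, cut at about 9.5% in these data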;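 further: 0% = DMSO only and 100% = 100 µM cantharidin control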
Target sequence (P53041 whole entry, looked up): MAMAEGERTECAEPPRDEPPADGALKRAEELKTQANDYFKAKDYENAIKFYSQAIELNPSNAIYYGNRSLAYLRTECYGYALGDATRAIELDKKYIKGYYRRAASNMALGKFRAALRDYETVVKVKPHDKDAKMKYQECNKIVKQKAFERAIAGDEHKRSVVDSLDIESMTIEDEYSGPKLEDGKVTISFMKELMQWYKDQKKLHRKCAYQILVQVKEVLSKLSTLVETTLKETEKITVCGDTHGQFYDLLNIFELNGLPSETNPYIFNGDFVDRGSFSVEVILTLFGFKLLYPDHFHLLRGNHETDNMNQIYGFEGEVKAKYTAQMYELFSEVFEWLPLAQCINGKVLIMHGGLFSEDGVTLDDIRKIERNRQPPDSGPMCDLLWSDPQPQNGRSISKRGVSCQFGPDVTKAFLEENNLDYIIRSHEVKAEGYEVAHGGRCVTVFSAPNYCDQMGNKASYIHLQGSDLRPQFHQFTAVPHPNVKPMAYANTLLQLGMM
CTSL1 counter: cathepsin L1 inhibition, PFM18AAP counter-screen | recombinant F. hepatica cathepsin L1, Z-Leu-Arg-MCA fluorescence | inhibition, % at 5.96 µM | 0.49% of 300,000 active | AID 1906;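 active means inhibition above the mean of all tested compounds plus 3 SD, set per screening campaign, cut at about 17% in these data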;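 further: 0% = plate median of test compound wells and 100% = 1 µM Z-Phe-Ala-diazomethylketone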
PREPL inh: inhibits the human prolyl oligopeptidase-like enzyme | Q4J6C6 | recombinant PREPL, fluorescence polarization activity-based probe | inhibition, % at 5.96 µM | 0.68% of 320,000 active; in the data active means inhibition above about 43%;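 further: 0% = enzyme with DMSO and 100% = wells lacking enzyme; many of its hits are not listed in these tables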
PP1 counter: blocks human PP1-alpha phosphatase, a PP5 counter-screen. 0.9% of 320,000 active. P62136. inhibition, % at 6.7 µM. purified PP1alpha, OMFP fluorescence. AID 2235;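 active means inhibition above the mean inhibition of all tested compounds plus 3 SD, computed separately for each screening campaign, cut at about 15% in these data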
HCV core dimer: HCV core protein dimerization inhibition. TR-FRET GST/Flag-core106 dimerization, 1536-well. inhibition, % at 5 µM. 0.33% of 300,000 active;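 active means inhibition above the mean of all tested compounds plus 3 SD, set per screening campaign, cut at about 45% in these data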
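Assay system: GST-tagged and Flag-tagged HCV core protein residues 1-106 / Times: compound-protein-antibody incubation 4 h at 22.5 °C / Signal: time-resolved FRET, ex 340 nm, em 617 and 671 nm / Evaluation: % inhibition based on acceptor/donor emission ratio / Benchmarks: wells lacking GST-core106 and wells with excess unlabelled core106 / Repeats: singlicate, one well per compound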
Active calls of the source: *; / = no result given. This is a subset; count on the stated rates, not on these rows.

SMILES	ZTA counter	EBNA-1 inh	Efflux pump mplx	TPT1 inhibitor	PP5 primary	CTSL1 counter	PREPL inh	PP1 counter	HCV core dimer
CN(C)CCCN(C(=O)CCc1ccccc1)c1nc2c(F)cccc2s1	4.8	-1.1	0.2	1.0	1.2	1.8	-68.5	-1.7	-5.3
O=C(CS(=O)(=O)c1cn(CC(=O)N2CCOCC2)c2ccccc12)Nc1ccccc1F	-6.1	-3.1	0.2	0.4	1.0	1.1	17.7	-0.7	-9.9
COc1ccccc1N1CCN(C2CCCCC2NS(=O)(=O)c2ccc(Cl)cc2)CC1 (stereo not drawn)	8.4	-6.2	0.0	5.3	1.9	0.4	15.7	2.9	9.6
COc1ccc(OC(=O)/C=C/c2ccc([N+](=O)[O-])cc2)cc1	-3.2	-3.7	0.1	-3.8	-1.1	-4.3	-8.7	-0.7	13.4
O=C(OCC1OC2C(Oc3nc(=O)ccn32)C1O)c1ccccc1 (stereo not drawn)	4.8	-0.9	0.0	0.3	-1.6	0.0	-3.8	-1.8	-0.6
COc1ccccc1/C=N/NC(=O)C(C)Cn1cnc2ccccc21 (stereo not drawn)	0.9	-3.9	0.0	1.1	1.1	0.0	-38.5	-0.2	5.4
CCOC(=O)c1n[nH]n(-c2cc(Cl)cc(Cl)c2)c1=O	-6.5	-0.5	0.1	0.8	0.5	7.1	10.5	-1.9	4.2
O=C(Nc1ccc(C(=O)N2CCCC2)cc1)Nc1ccc(Cl)cc1Cl	8.2	-13.9	-0.1	-1.0	2.3	-1.1	-1.3	-0.5	1.7
CCN1C(=O)C2(/C(=C(\O)c3ccc4c(c3)OCCO4)C(=O)C(=O)N2CCCOC)c2ccccc21 (stereo not drawn)	0.5	-6.6	-0.1	-2.7	-1.2	2.7	-5.7	-2.6	-0.7
O=C(NCc1ccncc1)C(=O)NCC(c1ccco1)N1CCN(c2ccccc2F)CC1 (stereo not drawn)	1.8	1.2	0.3	-1.3	2.4	1.7	-9.1	-1.8	-6.1
CCOC(=O)c1cnc(-c2ccccc2)nc1N1CCOCC1	-2.2	-8.0	0.6	1.1	0.7	2.0	-4.6	-3.3	0.5
CC1CCc2sc3nc(NCc4ccco4)n4ncnc4c3c2C1 (stereo not drawn)	4.9	1.8	0.1	-0.4	3.6	6.9	6.1	-1.2	7.0
O=C1CC(=C2c3ccccc3-c3ccccc32)C(=O)N1CCN1CCN(c2cccc(Cl)c2)CC1	2.2	16.0	-0.1	-0.2	3.5	0.1	12.8	16.2*	20.6
Cc1ccc(C(=O)NCCCN2CCOCC2)cc1S(=O)(=O)N1CCOCC1	-9.4	/	-0.1	/	2.0	/	-1.1	-3.9	/
C=CCNc1nc2ccccc2c(=O)[nH]1	-16.7	12.7	-0.1	-3.1	-1.4	2.5	-3.1	-1.2	3.4
Cc1cccc(NC(=O)CSc2ccc(-c3cccs3)nn2)c1C	10.4	28.8*	-0.1	1.5	1.0	0.7	-9.8	1.2	-4.9
COc1ccccc1/C=C/C=N/NC(=O)CN1CCN(Cc2ccccc2)CC1	-8.4	0.1	0.0	0.9	-1.8	4.4	20.4	-1.6	-2.8
COc1cc(C2=NOC(C(=O)NC3CCCCC3)C2)cc(OC)c1OC (stereo not drawn)	-5.6	-7.9	0.8	-1.9	1.6	-5.4	16.1	-1.8	4.0
COc1ccccc1CNC(=O)Cn1ccsc1=N	1.8	-7.0	0.1	2.5	0.3	0.8	13.2	-3.0	2.5
O=C(COC(=O)c1cc(S(=O)(=O)N2CCOCC2)ccc1O)Nc1cc(S(=O)(=O)N2CCCC2)ccc1Cl	-3.4	-23.2	0.1	-0.1	2.7	2.7	2.9	-0.1	0.6
O=C(CC(c1ccccc1)c1ccccc1)OCn1nnc2ccccc2c1=O	-6.6	-9.9	0.0	-1.0	4.1	0.3	6.5	-0.6	13.3
CCOc1ccc(/C=C/C(=O)C(C(N)=O)=C2SCCS2)cc1	16.6	14.2	0.1	1.3	2.1	-1.0	-8.0	-1.7	3.5
N#Cc1cc(N2CCCCC2)c([N+](=O)[O-])cc1C#N	-1.7	-6.8	0.2	-0.9	3.5	-7.0	3.4	1.6	-7.1
Cc1cc(C)cc(N(CC(=O)N2CCC(C)CC2)S(=O)(=O)c2ccccc2)c1	2.6	-18.3	0.3	2.5	4.0	-7.0	16.6	-1.1	12.8
COc1ccccc1-c1ccc(SCC(=O)NCc2ccc3c(c2)OCO3)nn1	11.9	-4.3	0.2	1.7	-1.0	-0.8	-1.2	-3.1	3.6

Remaining list, next part:
SMILES	ZTA counter	EBNA-1 inh	Efflux pump mplx	TPT1 inhibitor	PP5 primary	CTSL1 counter	PREPL inh	PP1 counter	HCV core dimer
CN(C(=O)CC1C(=O)NCCN1C/C=C/c1ccccc1)C1CCOCC1 (stereo not drawn)	14.1	9.3	0.0	-3.9	0.8	-0.5	7.8	1.2	4.2
C=C1C2(C(=O)Nc3ccc(SC(F)F)cc3)CCC(C2)C1(C)C (stereo not drawn)	-8.1	-4.8	-0.1	0.0	1.6	1.1	-3.8	1.3	1.6
Cc1onc(-c2ccccc2)c1C(=O)N1CCN(Cc2ccccc2)CC1	3.2	11.4	-0.2	-1.7	0.0	-2.0	4.5	-2.1	4.1
OC(CN1CCOCC1)CN1CCOCC1	10.4	-3.1	0.1	0.1	0.4	-0.8	11.0	-3.1	0.5
CC(C)(C)c1ccc(C(=O)NCCCNC(=O)c2cccnc2)cc1	4.7	-3.1	-0.1	-3.7	2.4	-1.0	-2.5	-1.8	-8.5
Cc1cccc(NC(=O)c2ccc(S(=O)(=O)N(C)C)cc2)n1	0.5	-2.2	0.0	-10.6	0.3	-1.6	14.1	-4.5	-1.6
Cc1ccc(S(=O)(=O)Cn2nnnc2C(C(C)C)N2CCc3ccccc3C2)cc1 (stereo not drawn)	7.7	-0.9	0.0	-5.0	2.0	1.0	-4.1	-3.2	4.5
c1cn(-c2ncnc3sc4c(c23)CCCC4)cn1	1.4	-0.1	0.0	-4.1	1.0	-1.0	-10.1	-3.0	-1.0
CCOc1ccc(NC(=O)c2ccc(NC(=O)COC(=O)Cc3ccc(OC)cc3)cc2)cc1	0.1	7.8	0.2	-2.5	-1.4	0.3	-3.0	1.7	16.5
COC(=O)C1=C(C)N(c2ccccc2)C(=S)NC1c1ccccc1C(F)(F)F (stereo not drawn)	20.4	0.8	-0.1	-0.2	-2.3	1.7	-1.6	1.4	7.8
COc1ccc(/C=C2/C(=N)N3N=C(CC(=O)N4CCCC4)SC3=NC2=O)cc1OC	2.5	-1.5	-0.1	1.7	-0.2	3.8	-0.6	0.3	-0.2
O=C(Nc1nnc(S(=O)(=O)N2CCCCC2)s1)c1cccc(Br)c1	8.2	4.4	-0.1	-2.2	-1.3	2.6	1.9	1.4	19.1
Cc1noc(C)c1CSc1nnc2scc(-c3ccccc3)n12	-11.9	6.7	0.0	2.8	1.6	-0.8	6.3	-1.2	4.8
O=C(COC(=O)CNS(=O)(=O)c1ccc2ccccc2c1)Nc1ccccc1Sc1ccccc1	6.1	-10.0	0.1	-0.9	3.4	-16.9	-41.8	1.5	13.2
CN(C)S(=O)(=O)n1cc(/C=C(\NC(=O)c2ccccc2Cl)C(=O)NCCN2CCOCC2)c2ccccc21	-7.6	-1.3	0.0	-1.6	-0.3	4.2	8.2	-1.2	-12.5
Cc1ccc(-n2c(=S)[nH]c3c(oc4ccccc43)c2=O)cc1	-16.3	0.8	0.2	-0.2	-1.7	3.6	0.1	5.2	-5.7
CCC1CN(C(=O)N2CCC(C(=O)NCc3ccco3)CC2)c2ccccc2O1 (stereo not drawn)	-13.6	-4.9	0.0	-3.6	1.0	-1.7	-2.5	-2.3	4.7
O=C(NCc1cccc(C(F)(F)F)c1)C1CC2Cn3c(nc4ccccc43)C2N1Cc1ccccc1 (stereo not drawn)	4.4	1.8	0.1	1.0	4.3	-2.7	-10.8	-5.8	1.4
Cc1ccc(OCC(=O)NNC(=O)CSc2ncnc3sc(C)c(C)c23)cc1	7.5	-11.2	0.0	-2.4	1.0	-7.0	-0.7	0.8	-1.6
Oc1ccc(/C=N/NC(=S)NC2CC3CCC2C3)cc1 (stereo not drawn)	7.4	2.5	0.2	2.6	0.3	1.6	1.5	-4.2	5.2
C=CCSc1ncccc1C(=O)O	-1.4	8.7	0.1	-3.6	-0.8	-0.4	4.5	-1.3	-1.8
COc1ccc(C(=O)NN(C)c2nc(-c3ccccc3)cc(C)c2S(C)(=O)=O)cc1	-9.9	-1.5	-0.1	-0.9	1.2	-4.2	-3.5	-0.9	5.9
COc1ccccc1CC(NC(C)=O)C(=O)NC1CCN(C(=O)c2ccc(C)cc2)CC1 (stereo not drawn)	-1.1	7.7	-0.2	1.4	0.9	-0.4	-0.3	4.5	3.0
O=C(Nc1ccc(-c2cccc(F)c2)cc1)C1CCCN(Cc2ccccn2)C1 (stereo not drawn)	-3.5	-4.1	-0.1	-0.7	3.7	1.6	-4.8	6.7	6.9
CCOC(=O)C1=C(CN2c3ccccc3CC2C)NC(=O)NC1c1ccccc1 (stereo not drawn)	4.0	-12.2	0.3	-3.6	3.2	5.5	13.6	6.7	19.8

The list goes on.
SMILES	ZTA counter	EBNA-1 inh	Efflux pump mplx	TPT1 inhibitor	PP5 primary	CTSL1 counter	PREPL inh	PP1 counter	HCV core dimer
Cc1ccc(-c2nnn(CC(=O)N3CCCCC3)n2)cc1	4.8	-21.2	0.3	2.4	2.0	-3.0	-6.3	-0.7	-2.4
CCOC(=O)c1c(C)oc2ccc(OC(=O)COc3c(F)c(F)c(F)c(F)c3F)cc12	0.6	3.5	-0.1	-1.2	2.5	-12.7	-0.9	-3.1	10.7
Cc1cc(C)cc(OCCCCn2cncn2)c1	-7.7	2.5	0.1	1.1	-1.1	-2.5	-10.9	-1.5	8.4
Cn1nc(C(F)(F)F)c(/C=N/OC(=O)c2ccccc2Cl)c1SCc1ccc(Cl)cc1	-2.9	-6.3	0.0	-0.3	0.4	0.1	-0.5	1.0	-0.3
O=C(COc1ccccc1)OCc1cc2ccccc2[nH]c1=O	8.4	-2.8	0.3	-0.7	2.1	-17.6	-9.8	3.3	1.7
O=C1C2CCCN2C(c2cccc(F)c2)N1c1cccc(Cl)c1 (stereo not drawn)	9.6	6.8	-0.2	-1.7	1.4	-4.3	11.2	1.3	-1.5
Cc1cc(C)cc(C(=O)NCC(=O)N2CCN(c3cccc(Cl)c3)CC2)c1	1.8	2.6	-0.1	-1.9	-0.7	0.6	6.6	-0.2	0.5
Cc1cccc(C)c1NS(=O)(=O)c1ccc2c(c1)C(=O)c1ccccc1C2=O	20.4	9.5	0.1	-0.9	0.7	-0.8	4.6	-0.5	-8.6
COc1ccccc1NS(=O)(=O)c1cc(C(=O)NCCC(C)C)ccc1F	5.0	-5.2	-0.1	-5.4	-2.3	-0.6	-2.0	-3.2	-1.2
COC(=O)CCC(=O)c1oc2ccc(OC)cc2c1N	-2.8	-0.6	0.0	-0.2	0.3	-7.1	18.4	-3.0	-0.9
